Screening data: PubChem BioAssay, National Center for Advancing Translational Sciences (NCATS)
TGFb SMAD3 inh: blocks TGF-b signaling; Potency, µM (doses to about 46.1 µM), for the others: at the highest dose activity, negative = inhibition, usual class: inhibitors; 410,000 tested, 1.2% active; AID 588855; HepG2 CAGA-GFP TGF-b/SMAD3 reporter, GFP fluorescence, 18 h; TGF-beta stimulated, 500 pg/mL final; also: % is scaled to controls: 0 for no effect and ±100 for the full control effect; nearly all actives have a fitted effect of over 65% in size
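Inhibition was scored as loss of TGF-beta-induced (500 pg/mL final, 18 hours, 37 degrees C) GFP in HEPG2 cells carrying a CAGA-GFP reporter, in DMEM with 1% FBS. Well GFP was summed per cell; Activity was normalised to unstimulated and stimulated DMSO wells, then concentration-response fitting.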
HepG2 tox: HepG2 cytotoxicity, counter-screen for TGF-b inhibitors; HepG2 CAGA-GFP viability, ATP luminescence, 18 h; AID 588856; 410,000 tested, 0.76% active; Potency, µM (series often up to 46.1 µM), inactives show at the highest dose activity change, negative = cytotoxicity, actives largely listed as cytotoxic; also: some results filed as inactive show a strong effect at the top dose
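HepG2 CAGA-GFP cells (1000/well, DMEM with 1% FBS) received compound, then TGF-beta at 500 pg/mL final, and were incubated 18 hours at 37 degrees C. Viability was read by CellTiter-Glo luminescence. Media-only wells were set as complete cell-killing and DMSO as no toxicity.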
* = called active by the depositor; ? = inconclusive; [ ] = dose if it differs, or a comment. Calls follow the shape of the dose curve; as a rule, active = well fitted curve in the direction sought with a large enough effect; inconclusive = small, poorly fitted or top-dose-only effect, or another doubt; inactive = no such curve, though single readings can be large; an effect the other way counts as inactive or inconclusive. Potency is read from the fitted curve at half-maximal effect. Not all compounds are listed; count on the stated rates, not on these rows.

SMILES	TGFb SMAD3 inh	HepG2 tox
CN(C)c1ccc(/C=c2\[nH]c(=O)/c(=C/c3ccc(N(C)C)cc3)[nH]c2=O)cc1	9.7%	-29.3%
O=C(O)C1=C/C(=C/C=[N+]2c3cc(O)c(O[C@H]4OC(CO)[C@@H](O)[C@@H](O)[C@@H]4O)cc3C[C@@H]2C(=O)[O-])C[C@H](C(=O)O)N1 (stereo partly specified)	-20.6%	-11.6%
CCc1cccc2c(C(O)(c3c[nH]c4c(CC)cccc34)c3c[nH]c4c(CC)cccc34)c[nH]c12	?	-14.1%
Cc1csc[n+]1CC(=O)c1ccccc1	3.0%	-3.1%
Nc1c(Br)cc(/C=C/c2ccnc3ccccc23)cc1Br	?	-27.2%
CC[N+]1(CC(=O)c2cccs2)CCCCC1	-8.7%	-27.6%
c1ccc2nc(-c3cc4ccccc4s3)ccc2c1	-1.7%	-12.7%
CC(C)(C)n1ncc2c(=O)n(Cc3ccccc3-c3ccccc3)cnc21	-28.8%	-16.1%
C[N+]1(CC(=O)c2ccc(-c3ccccc3)cc2)CCOCC1	10.9%	23.2%
Cc1nc([N+](=O)[O-])cn1CC(O)c1ccc2c(c1)OCCO2 (stereo unspecified)	0.2%	-21.5%
Cc1cnc2c(C)cccc2c1/C=C/c1ccc(N(C)C)cc1	?	-31.6%
Cc1nn(-c2ccccn2)c2c1-c1nc(N)sc1CC2	-7.4%	-7.7%
COc1ccccc1/C=C/c1cncc(/C=C/c2ccccc2OC)c1	-13.8%	-33.2%
Cc1ccc(C(=O)Nc2ccc(S(=O)(=O)O)c3cc(S(=O)(=O)O)cc(S(=O)(=O)O)c23)cc1NC(=O)c1cccc(NC(=O)Nc2cccc(C(=O)Nc3cc(C(=O)Nc4ccc(S(=O)(=O)O)c5cc(S(=O)(=O)O)cc(S(=O)(=O)O)c45)ccc3C)c2)c1	-7.8%	2.4%
OC(CBr)C[n+]1cccc2cc(Br)ccc21 (stereo unspecified)	?	-28.1%
Cc1ccc(-c2csc3ncnc(Sc4nnnn4-c4ccccc4)c23)cc1	6.31µM*	-97.2%
CC(C)(C)n1ncc2c(=O)n(Cc3cccc(Cl)c3Cl)cnc21	5.0%	-5.6%
CCCCCCCN(CCCCCCC)c1ccc(/C=C/c2ccnc3ccccc23)cc1	-3.9%	-4.4%
CC(C)(C)n1ncc2c(=O)n(Cc3ccc(C#N)cc3F)cnc21	-7.5%	-8.2%
C=C1C=C(C(F)F)n2ncc(C(=O)NCc3ccccc3OC)c2N1	0.0%	-1.0%
O=C(NCCc1ccccc1)[C@@H]1CC=C[C@@H]2CCN(C3CC3)C(=O)[C@@H]21	-0.5%	13.3%
C(=C\c1ccnc2ccccc12)/c1ccc(N(Cc2ccccc2)Cc2ccccc2)cc1	11.8%	-5.2%
O=C(COc1ccccc1C(=O)Nc1cccc(F)c1)Nc1ccc(Br)cc1	1.5%	1.5%
CCOc1ccc(C=Nc2ccc(/C=C/c3ccnc4ccccc34)cc2)cc1OCC	-16.4%	-33.4%
CCNC(=O)c1c(NC(=O)c2nc(SC)ncc2Cl)sc2c1CCCC2	-4.8%	-5.6%
O=C(C[n+]1ccccc1Cl)c1ccc(F)cc1	-4.9%	-34.4%
C[n+]1ccc(C(c2c[nH]c3ccccc23)c2cc[n+](C)c3ccccc23)c2ccccc21	?	-76.6%
NCC(=O)c1c[nH]c2ccccc12	-0.6%	0.4%
CN(C)c1ccc(-c2ccc(CCO)cc2)cc1	1.5%	-0.6%
COC(=O)[C@H](C)NS(=O)(=O)C1CC1	-6.6%	-0.6%
CC(=O)c1ccc[n+](C(C)CCC(C)[n+]2cccc(C(C)=O)c2)c1 (stereo unspecified)	8.5%	18.6%
Cc1nc2n(c(=O)c1CCN1CCC(c3noc4cc(F)ccc34)CC1)CCC[C@@H]2O	-0.1%	-11.7%
Cc1[nH]c2ccccc2c1C(=O)C(=O)N(C)c1ccccc1	-12.0%	-2.8%
CCOc1cc2ccccc2cc1C(=O)OCC(=O)Nc1ccc(Br)cc1	4.4%	-2.6%
CCCCOc1ccc(CC(=O)N(C)OC)cc1	26.2%	3.9%
CC(C)c1ccc(/C=C2\C=Cc3ccccc32)cc1	?	-48.4%
C[N+]1(CC(=O)c2cccc([N+](=O)[O-])c2)CCOCC1	-6.1%	3.1%
O=C1O/C(=C\c2ccc(O)cc2)C(O)=C1c1ccc(O)cc1	5.9%	-5.8%
COc1ccc(OC)c(C(Cc2ccnc3ccccc23)Cc2ccnc3ccccc23)c1	?	-97.0%
COc1ccc(/C=C/c2cnc3ccccc3n2)cc1OC	-4.2%	-35.3%
CN(C)c1ccc(/C=C/c2cncc3ccccc23)cc1	2.7%	-2.1%
c1ccc2nc3c(cc2c1)CCCC3	-1.8%	-17.8%
COC(=O)[C@@H]1[C@H]2SC(C)(C)[C@H](C(=O)OC)N2C(=O)N1Cc1cc2ccccc2n1S(=O)(=O)c1ccccc1	0.6%	3.6%
COc1cc(OC)c(OC)cc1/C=C/c1nccc2ccccc12	-20.1%	-16.8%
Cc1ccc2oc(-c3cccc(NC(=O)COc4ccc(Cl)cc4)c3C)nc2c1	-5.2%	-11.8%
CNc1ccc(C=C2c3ccccc3-c3ccccc32)cc1	?	-40.0%
O=C(C[n+]1ccc2ccccc2c1)c1ccc(F)cc1	?	-49.4%
Cc1ccc2nc(/C=C/c3ccc(N(C)C)cc3)ccc2c1	13.9%	-24.4%
COc1ccc(NC(=O)COc2ccccc2C(=O)Nc2ccccc2)cc1	17.3%	-10.1%
O=C(C[n+]1ccccc1Cl)c1cccc([N+](=O)[O-])c1	-29.5%	-45.9%
CCCCCCCCCCCCCCCC[n+]1ccc(/C=C/c2c[nH]c3ccccc23)cc1	190.0%[activator]	-95.2%
CCN(CC)CCCOc1cc2nc(N3CCCN(C)CC3)nc(NC3CCN(C)CC3)c2cc1OC	?	-26.4%
Cc1cnccc1/C=C/c1ccc(N)cc1	4.9%	-23.3%
COc1ccc(C(=O)C[n+]2cccc3cc(Cl)ccc32)cc1	-3.8%	-28.2%
CN(CC(=O)O)c1ccc(/C=C/c2ccnc3ccccc23)cc1	?	-48.9%
CN(C)c1ccc(/C=C/c2cc[n+](C)c3ccc4ccccc4c23)cc1	2µM*	-91.9%
CN(C)c1ccc(/C=C/c2cnnc3ccccc23)cc1	29.2%	-6.9%
CCCCCCCCCCCCCCCCOC(=O)N1CCN(/[N+]([O-])=N/Oc2ccc([N+](=O)[O-])cc2[N+](C)=O)CC1	-2.6%	1.6%
Brc1cccc[n+]1CCCC[n+]1ccccc1Br	7.9%	-15.8%
Cc1c2ccccc2cc[n+]1C	-13.9%	2.0%

Continued:
SMILES	TGFb SMAD3 inh	HepG2 tox
CNc1ccc(C=O)cc1I	-2.3%	1.7%
O=C(C[N+]12CCCc3cccc(c31)CCC2)c1ccc2ccc3cccc4ccc1c2c34	-11.0%	5.1%
c1ccc(CC[n+]2ccncc2)cc1	-3.6%	-21.3%
CCCCCc1ccc(-c2cn(Cc3ccc4c(c3)C(=O)c3ccccc3C4=O)nn2)cc1	0.1%	15.0%
COc1ccc(OC)c(/C=C2\C=Cc3ccccc32)c1	?	-38.1%
Cc1[nH]c2ccccc2c1C(=O)COC(=O)c1ccccc1SCC(=O)N1CCCC1	-23.3%	-0.4%
CO[C@H]1C[C@@H]2CC[C@@H](C)[C@@](O)(O2)C(=O)C(=O)N2CCCC[C@H]2C(=O)O[C@H]([C@H](C)C[C@@H]2CC[C@@H](O)[C@H](OC)C2)CC(=O)[C@H](C)/C=C(\C)[C@@H](O)[C@@H](OC)C(=O)[C@H](C)C[C@H](C)/C=C/C=C/C=C/1C	?	-46.6%
CC[n+]1cccc(Br)c1	-4.6%	-30.1%
O=[N+]([O-])c1ccc(-c2cc3ccccc3[nH]2)cc1	-3.6%	-16.1%
CCCCCCCCCCCCCC(=O)Nc1ccc(/C=C/c2ccnc3ccccc23)cc1	4.2%	-8.3%
CC(C)(C)CC(C)(C)N=C1Nc2cc(Cl)c(Cl)cc2N[C@]12C[C@H]1CCCC(=O)N3CC[C@@H](C2)[C@@H]13	7.08µM*	-44.0%
O=C(Nc1ccc(Cl)cc1Cl)[C@@H]1CC=C[C@@H]2CCN(C3CC3)C(=O)[C@@H]21	?	8.6%
CC(=O)C1(O)Cc2c(O)c3c(c(O)c2C(OC2CC(N)C(O)C(C)O2)C1)C(=O)c1c(O)cccc1C3=O (stereo unspecified)	1.58µM*	-104.8%
O=C(c1cc2ccccc2[nH]1)c1cc2cc(O)ccc2[nH]1	?	-50.7%
COc1cc2c(cc1OC)/C(=C/c1ccc(N(C)C)cc1)C=C2	-9.1%	-23.0%
O=C(C[n+]1ccc(/C=C/c2c[nH]c3ccccc23)c2ccccc21)c1ccccc1	-28.7%	-57.4%
c1ccc2c(CCc3c[nH]c4ccccc34)ccnc2c1	?	-34.4%
Cc1c(Br)cnc2ccccc12	0.4%	-7.9%
CN(C)c1ccc(N=Nc2ccc(/C=C/c3ccnc4ccccc34)cc2)cc1	259.8%[activator]	-37.6%
COc1ccc(OC)c(/C=C/c2ccc3ccccc3n2)c1	-11.5%	-18.0%
C[N+]1(CC(=O)c2ccc(Br)cc2)CCOCC1	-14.9%	-2.2%
Cc1cc(=O)[nH]c2ccc([N+](=O)[O-])cc12	-12.8%	6.0%
Cc1c2cnccc2c(C)c2c1c1ccccc1n2CCOC(=O)c1ccccc1	?	-30.8%
O/N=C(/C[n+]1cccc(Br)c1)c1ccc2ccccc2c1	0.6%	-26.8%
CSc1ccc(/C=C/c2ccnc3ccccc23)cc1	-4.2%	6.5%
Fc1ccc(-c2nc(-c3c[nH]c4ccccc34)cs2)cc1	-8.3%	-19.2%
Clc1ccc(/C=C/c2ccncc2)cc1Cl	?	-53.8%
CC(C)(C)OC(=O)N1CCN(/[N+]([O-])=N/Oc2ccc([N+](=O)[O-])cc2[N+](=O)[O-])CC1	?	-99.9%
COc1ccc(/C=C/c2ccc3ccccc3n2)c(OC)c1	1.4%	-63.8%
C[N+]1(CC(=O)c2ccc(I)cc2)CCOCC1	-2.7%	2.5%
CN(C)c1ccc(/C=C/c2ccc3ncccc3c2)cc1	-11.7%	-13.6%
C[C@@H]1[C@H](c2ccccc2)OCCS(=O)(=O)N1Cc1ccccc1	1.2%	18.4%
CC1(C)C=Cc2c(ccc(C(=O)/C=C/c3ccccc3)c2O)O1	-2.5%	-21.1%
COC(=O)c1ccc(NC(=O)COc2ccccc2C(=O)Nc2ccccc2)cc1	4.5%	-4.6%
Cc1ccnc2c(Cl)cccc12	?	-24.9%

Part of the list above, with values under each structure.
Every second line gives: TGFb SMAD3 inh | HepG2 tox
Cc1c(Br)cnc2ccccc12
→ 0.4% | -7.9%
CN(C)c1ccc(N=Nc2ccc(/C=C/c3ccnc4ccccc34)cc2)cc1
→ 259.8%[activator] | -37.6%
COc1ccc(OC)c(/C=C/c2ccc3ccccc3n2)c1
→ -11.5% | -18.0%
C[N+]1(CC(=O)c2ccc(Br)cc2)CCOCC1
→ -14.9% | -2.2%
Cc1cc(=O)[nH]c2ccc([N+](=O)[O-])cc12
→ -12.8% | 6.0%
Cc1c2cnccc2c(C)c2c1c1ccccc1n2CCOC(=O)c1ccccc1
→ ? | -30.8%
O/N=C(/C[n+]1cccc(Br)c1)c1ccc2ccccc2c1
→ 0.6% | -26.8%
CSc1ccc(/C=C/c2ccnc3ccccc23)cc1
→ -4.2% | 6.5%
Fc1ccc(-c2nc(-c3c[nH]c4ccccc34)cs2)cc1
→ -8.3% | -19.2%
Clc1ccc(/C=C/c2ccncc2)cc1Cl
→ ? | -53.8%
CC(C)(C)OC(=O)N1CCN(/[N+]([O-])=N/Oc2ccc([N+](=O)[O-])cc2[N+](=O)[O-])CC1
→ ? | -99.9%
COc1ccc(/C=C/c2ccc3ccccc3n2)c(OC)c1
→ 1.4% | -63.8%
C[N+]1(CC(=O)c2ccc(I)cc2)CCOCC1
→ -2.7% | 2.5%
CN(C)c1ccc(/C=C/c2ccc3ncccc3c2)cc1
→ -11.7% | -13.6%
C[C@@H]1[C@H](c2ccccc2)OCCS(=O)(=O)N1Cc1ccccc1
→ 1.2% | 18.4%
CC1(C)C=Cc2c(ccc(C(=O)/C=C/c3ccccc3)c2O)O1
→ -2.5% | -21.1%
COC(=O)c1ccc(NC(=O)COc2ccccc2C(=O)Nc2ccccc2)cc1
→ 4.5% | -4.6%
Cc1ccnc2c(Cl)cccc12
→ ? | -24.9%
